# Screening results deposited in PubChem by National Center for Advancing Translational Sciences (NCATS).
# BLM helicase inh = inhibitors of human Bloom syndrome helicase BLM. actives 0.2% (n = 350,000). AID 2528. Potency, µM (doses to about 56.1 µM), for inactives: at the highest dose activity change, negative = inhibition, usual class: inhibitors. recombinant BLM DNA unwinding, fluorescence dequenching;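 further: plate controls were vehicle for no effect and no enzyme for full effect; nearly all actives have a fitted effect of over 35% in size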
# Target sequence (P54132 whole entry, looked up): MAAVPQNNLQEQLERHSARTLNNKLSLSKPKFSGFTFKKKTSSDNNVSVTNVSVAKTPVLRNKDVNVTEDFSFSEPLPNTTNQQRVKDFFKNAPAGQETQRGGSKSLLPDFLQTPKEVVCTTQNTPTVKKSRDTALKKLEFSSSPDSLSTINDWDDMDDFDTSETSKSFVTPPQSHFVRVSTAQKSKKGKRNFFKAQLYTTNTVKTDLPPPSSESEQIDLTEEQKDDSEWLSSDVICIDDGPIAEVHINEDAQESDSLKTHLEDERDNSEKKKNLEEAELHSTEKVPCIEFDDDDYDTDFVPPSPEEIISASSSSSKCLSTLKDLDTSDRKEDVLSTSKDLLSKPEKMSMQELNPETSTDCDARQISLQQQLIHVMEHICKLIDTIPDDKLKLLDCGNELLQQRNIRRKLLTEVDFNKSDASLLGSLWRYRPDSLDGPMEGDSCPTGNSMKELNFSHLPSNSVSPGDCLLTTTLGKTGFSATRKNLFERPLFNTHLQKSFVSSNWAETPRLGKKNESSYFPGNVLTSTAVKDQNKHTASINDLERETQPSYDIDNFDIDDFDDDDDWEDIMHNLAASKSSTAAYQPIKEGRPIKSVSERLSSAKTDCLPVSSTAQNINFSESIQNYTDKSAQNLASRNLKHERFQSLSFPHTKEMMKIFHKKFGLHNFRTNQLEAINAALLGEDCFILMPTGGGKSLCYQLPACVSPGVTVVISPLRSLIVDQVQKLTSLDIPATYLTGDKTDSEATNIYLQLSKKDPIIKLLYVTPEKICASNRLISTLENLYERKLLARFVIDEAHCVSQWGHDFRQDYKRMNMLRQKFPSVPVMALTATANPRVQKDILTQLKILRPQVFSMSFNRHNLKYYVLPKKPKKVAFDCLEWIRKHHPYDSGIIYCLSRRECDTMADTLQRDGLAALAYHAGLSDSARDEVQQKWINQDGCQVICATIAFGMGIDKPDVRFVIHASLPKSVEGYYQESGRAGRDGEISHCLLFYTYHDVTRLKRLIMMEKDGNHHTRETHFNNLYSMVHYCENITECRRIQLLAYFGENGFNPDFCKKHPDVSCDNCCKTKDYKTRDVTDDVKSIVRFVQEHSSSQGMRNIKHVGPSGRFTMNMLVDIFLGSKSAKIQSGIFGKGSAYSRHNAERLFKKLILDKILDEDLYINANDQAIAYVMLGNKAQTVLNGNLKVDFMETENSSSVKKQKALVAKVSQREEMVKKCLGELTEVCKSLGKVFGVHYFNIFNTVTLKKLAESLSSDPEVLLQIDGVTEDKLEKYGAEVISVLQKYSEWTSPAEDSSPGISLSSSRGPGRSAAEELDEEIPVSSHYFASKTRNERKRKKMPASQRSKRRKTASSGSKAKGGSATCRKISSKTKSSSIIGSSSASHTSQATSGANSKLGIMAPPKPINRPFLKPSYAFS
# G9a inh = inhibitors of human histone lysine methyltransferase G9a. Q96KQ7. G9a H3K9 monomethylation, AlphaScreen, 2 h. Potency, µM (series often up to 102 µM), for inactives: at the highest dose activity, negative = inhibition, most hits filed as inhibitors. actives 8.8% (n = 350,000); further: on the % scale 0 is the no-effect control and ±100 the full control effect; nearly all actives have a fitted effect of over 75% in size
#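 G9a (20 nM) was preincubated 15 min with compound, then reacted 2 h at room temperature with 500 nM biotin-H3K9 peptide and 20 µM SAM. Monomethyl-H3K9 detected by AlphaScreen using anti-H3K9me1 antibody.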
# Pol kappa inh = blocks human DNA polymerase kappa activity; Q9UBT6; purified Pol kappa, fluorescent DNA synthesis assay, 10 min; Potency, µM (series often up to 107 µM), inactives show at the highest dose activity, negative = inhibition, hits mostly inhibitors; actives 0.53% (n = 400,000); further: on the % scale 0 is the no-effect control and ±100 the full control effect
#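 Readout: fluorescence, taken kinetically at 0 and 10 min. Conditions: 10 nM Pol kappa, 15 min RT compound preincubation, 50 nM substrate final. Controls: enzyme-free buffer wells.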
# JMJD2A Tudor = inhibitors of human JMJD2A Tudor domain. O75164. AlphaScreen JMJD2A-Tudor / H3K4me3 peptide binding. Potency, µM (top dose mostly 114 µM), inactives show top-dose activity change, negative = inhibition, actives largely listed as inhibitors. actives 4.4% (n = 390,000). AID 504339; further: on the % scale 0 is the no-effect control and ±100 the full control effect; nearly all actives have a fitted effect of over 50% in size
# POLB inh = blocks human DNA polymerase beta activity; Potency, µM (doses to about 114 µM), for the others: at the highest dose activity change, negative = inhibition, usual class: inhibitors; actives 1.3% (n = 340,000); P06746; Pol beta primer extension/strand displacement, fluorescence kinetic; further: on the % scale 0 is the no-effect control and ±100 the full control effect
#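 Preincubation: enzyme (10 nM) with compound, 15 min, RT. Reaction: substrate added to 50 nM final. Reads: 0 and 10 min. Analysis: normalized, Hill fit.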
# Pol eta inh = inhibitors of human DNA polymerase eta | Q9Y253 | recombinant Pol eta, fluorescent DNA replication assay | Potency, µM (highest dose often 114 µM), without a hit: at the top dose activity change, negative = inhibition, hits mostly inhibitors | actives 1.2% (n = 390,000); further: on the % scale 0 is the no-effect control and ±100 the full control effect
#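 Fluorescent replication assay: 50 nM final substrate added after a 15 min room-temperature compound preincubation with 10 nM enzyme. Signal taken at 0 min and again at 10 min.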
# APE1 inh = inhibitors of human APE1 endonuclease; P27695; recombinant APE1, TAMRA/BHQ-2 abasic DNA cleavage fluorescence; Potency, µM (titrated, usually from 65.8 µM), inactives show at the top dose activity change, negative = inhibition, most hits filed as inhibitors; actives 0.35% (n = 350,000); AID 2517;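 further: plate controls were vehicle for no effect and reference inhibitor for full effect; nearly all actives have a fitted effect of over 55% in size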
#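 Incision of a quenched TAMRA/BHQ-2 THF abasic-site duplex (50 nM) by 0.75 nM APE1, after 15 min compound preincubation, measured as fluorescence increase over three 60 s reads. Values normalized to buffer, DMSO and NSC13755 control wells.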
# POLI inh = blocks human DNA polymerase iota activity; Pol iota fluorescent replication assay, 10 min; Q9UNA4; actives 1% (n = 390,000); Potency, µM (doses to about 115 µM), for inactives: at the highest dose activity, negative = inhibition, usual class: inhibitors
#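 Fluorescent replication assay read twice, at 0 min and 10 min after adding 50 nM (final) substrate. Enzyme (10 nM) and compounds were first incubated 15 min at room temperature; enzyme-free buffer wells were negative controls.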
# BAZ2B block = blocks human BAZ2B; actives 4.4% (n = 360,000); AID 504333; Potency, µM (titrated, usually from 114 µM), for the others: top-dose activity change, negative = inhibition, actives largely listed as inhibitors; AlphaScreen BAZ2B-H3K14Ac peptide displacement; further: on the % scale 0 is the no-effect control and ±100 the full control effect; nearly all actives have a fitted effect of over 60% in size
#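 Compounds, titrated to a top concentration of 110 uM, were incubated 30 min at room temperature with preformed BAZ2B/acetyl-K14 H3 peptide complex (50 nM each). Proximity signal was measured by AlphaScreen after 20 min with beads.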
# Starred values were filed as active, the others as inactive; i = inactive; ? = inconclusive; . = no result given; & = joins results of further samples; [ ] = remark or other dose. The call rests on the fitted dose curve; in most records, active means well fitted curve in the direction sought with a large enough effect; inconclusive means small, poorly fitted or top-dose-only effect, or another doubt; inactive means no such curve, though single readings can be large; an effect the other way counts as inactive or inconclusive. Potency means the concentration at half of the fitted maximal effect. An excerpt; count on the stated rates, not on these rows.
SMILES,BLM helicase inh,G9a inh,Pol kappa inh,JMJD2A Tudor,POLB inh,Pol eta inh,APE1 inh,POLI inh,BAZ2B block
CCOc1ccc(NS(=O)(=O)c2ccc3[nH]c(=O)c(=O)[nH]c3c2)cc1,1.7%,-1.8%,3.6%,?,32.5%[activator],-2.1%,?,31.0%[activator],-36.4%
O=C1/C(=C\c2ccco2)SC(=S)N1c1ccc(O)cc1,33.7%[activator],39.8µM*,-23.9%,?,20µM*,-12.5%,4.3%,?,35.5µM*
Cc1ccc2c(c1)N(CC(=O)NCc1ccco1)C(=O)C(C(C)C)O2 (stereo unspecified),0.0%,-22.6%,0.3%,-17.8%,3.4%,-21.3%,1.0%,15.4%,-32.1%
Cc1ccc(Cn2ccc(NC(=O)c3cc(-c4ccc(Cl)cc4)on3)n2)cc1,-0.3%,-27.3%,-8.1%,-7.1%,-0.9%,-10.9%,-2.8%,9.8%,-7.5%
O=C(O)CCN1C(=O)/C(=C\c2ccc(-c3nc4ccccc4s3)o2)SC1=S,-2.3%,?,-23.9%,3.98µM*,?,2.51µM*,0.2%,-19.1%,?
CCOc1ccc(-c2c(C)nn3c(C)c(C(=O)Nc4cc(C)cc(C)c4)cnc23)cc1OCC,0.9%,13.8%[59 µM],20.0%,-9.3%,-6.2%,.,.,?,-15.4%
CCOC(=O)C1(Cc2cccc(F)c2)CCN(Cc2nc(CC)[nH]c2C)CC1,-6.5%,39.8µM*,-7.1%,50.1µM*,1.9%,-13.8%,2.8%,78.2%[activator],?
COc1cc2c(c(OC)c1OC)C(c1ccc(C)cc1)CC(=O)O2 (stereo unspecified),-7.0%[75.6 µM],44.9%,?,-3.6%,.,-21.3%,46.3%&6.4%[activator],9.9%,.
CCOc1ccc(Br)cc1/C=N/NC(=O)c1ccncc1,2.3%,-14.8%[59 µM],-7.9%,-11.5%,-28.6%,12.0%,-0.4%,13.0%,3.9%
COC(=O)C1(c2ccccc2)NC(c2cccs2)C2C(=O)N(C)C(=O)C21 (stereo unspecified),-1.6%,-2.9%[59 µM],-2.4%,-11.4%,-1.2%,2.5%,-2.5%,9.9%,-7.5%
O=C(NC1CCCCC1)c1ccc(-c2ccccc2F)o1,.,.,-13.1%,-9.0%,.,-6.5%,-11.4%,1.4%,.
Cc1ccc(S(=O)(=O)N2CCCCC2)cc1NC(=S)NC(=O)c1ccco1,-13.0%,.,-1.9%,-22.1%,2.5%,-3.3%,15.2%,?,-16.0%
Cc1noc(C)c1S(=O)(=O)N1CCCC(C(=O)Nc2nccs2)C1 (stereo unspecified),1.2%,-5.2%,-8.7%,-22.8%,49.3%,-15.8%,?,8.1%,5.6%
O=C(NC(=S)NCCc1ccc(Cl)cc1)c1ccco1,-9.5%,-0.3%[59 µM],-10.3%[60.1 µM],-32.3%,7.0%,-27.4%,-4.5%,7.6%,-0.9%
O=C(OCC(=O)c1ccccc1Br)c1ccncc1,-0.2%,-3.2%,-6.3%,-14.0%,1.5%,-14.2%,7.9%,180.0%[activator],-10.3%
O=C(/C=C/c1cccc([N+](=O)[O-])c1)N(c1ccccn1)c1ccccn1,-2.8%,-21.4%,-7.9%,1.7%,-23.2%,13.0%,1.8%,-1.3%,-16.0%
COc1ccc(NS(=O)(=O)c2ccc(NC(=O)c3ccc(N(C)S(C)(=O)=O)cc3)cc2)cc1,-2.1%,9.7%,-14.1%,-2.7%,12.8%[57.1 µM],-18.5%,-9.5%,13.1%,-2.8%
COc1ccc(NC(=O)CSCC(=O)N(C)CC(=O)Nc2ccc(Cl)c(C(F)(F)F)c2)cc1,.,-7.3%,-8.0%,-20.1%,.,-23.1%,2.5%,36.9%[activator],3.8%
CCCc1ccc(/C=C2\C(=O)c3ccccc3C(O)=C2C(=O)OCC)cc1,-12.1%,5.62µM*,.,.,1.6%,.,-2.0%,.,20µM*
CCOc1ccc(NS(=O)(=O)c2ccc(OCC(=O)N3CCCC3)cc2)cc1,-1.0%,7.0%[59 µM],-7.9%,-1.1%,-0.9%,-1.8%,-2.2%,-2.7%,2.0%

# Profiles from above. Order of values: BLM helicase inh	G9a inh	Pol kappa inh	JMJD2A Tudor	POLB inh	Pol eta inh	APE1 inh	POLI inh	BAZ2B block
# O=C(OCC(=O)c1ccccc1Br)c1ccncc1 is listed as -0.2%	-3.2%	-6.3%	-14.0%	1.5%	-14.2%	7.9%	180.0%[activator]	-10.3%
# Cc1ccc2c(c1)N(CC(=O)NCc1ccco1)C(=O)C(C(C)C)O2 (stereo unspecified) is listed as 0.0%	-22.6%	0.3%	-17.8%	3.4%	-21.3%	1.0%	15.4%	-32.1%

# Other entries.
SMILES,BLM helicase inh,G9a inh,Pol kappa inh,JMJD2A Tudor,POLB inh,Pol eta inh,APE1 inh,POLI inh,BAZ2B block
Brc1ccc(OCc2nc3ccccc3[nH]2)cc1,-8.0%,-24.8%,5.4%,-6.7%,13.9%,?,26.6%,53.8%,10.7%
COc1cccc(NC(=O)C2CCC(CNS(=O)(=O)c3ccc4c(c3)CCCC(=O)N4)CC2)c1 (stereo unspecified),-4.7%,5.7%[59 µM],-10.2%,-1.3%,?,-12.1%,.,?,2.0%
CCOC(=O)c1[nH]c2cc3c(cc2c1NC(=O)CN1CC(C)CC(C)C1)OCO3 (stereo unspecified),-6.5%,-41.4%,-4.8%,?,-6.9%,-22.7%,-1.6%,?,-37.6%
O=C(COC(=O)COc1cccc(Br)c1)NCc1ccc2c(c1)OCO2,.,.,-7.9%,5.5%,.,-13.6%,44.3%,34.8%[activator],.
CCOc1ncccc1C(=O)Nc1ccc2c(c1)OCCO2,.,.,-2.4%,10.3%,.,-14.4%,9.1%,18.9%,.
CCN1CCN(c2ccc(S(=O)(=O)N3CCOCC3)cc2NC(=O)CC(C)C)CC1,.,0.5%[12.7 µM],-3.1%,-9.8%,.,-24.4%,39.6%,38.6%[activator],-23.0%
COc1cccc(C(=O)NCCS(=O)(=O)N2CCCCCC2)c1,.,?,-12.0%,-12.9%,.,-8.2%,20.1%,26.7%,-3.1%
CCCn1nnnc1NC(=O)COc1ccc(Cl)c(C)c1,2.3%,24.1%[59 µM],-7.2%,-19.6%,-1.1%,-9.9%,4.5%,14.5%,?
CCOC(=O)c1cccc(-n2c(C)cc(C=O)c2C)c1,-3.0%,-1.4%[59 µM],0.1%,-23.1%,10.8%,-5.9%,3.3%,-9.8%,?
O=C(NCc1ccc(Cl)cc1)c1cnccn1,0.3%,36.2%,6.9%,15.5%,29.6%,-11.3%,-4.2%,-7.2%,-7.7%
Cc1ccc(N=C2NC(=O)c3cc([N+](=O)[O-])ccc32)cc1,-0.3%,5.4%,-2.3%,-2.8%[57.1 µM],-19.4%,-24.6%,0.5%,6.8%,2.9%
O=C(NCc1ccc(Cl)cc1)C1CCN(S(=O)(=O)c2cccc3nonc23)CC1,-5.7%&-6.8%,12.1%,-25.4%&4.6%,-19.7%&2.7%,-23.4%&-5.2%,-3.9%&-6.4%,-1.4%,i,-12.3%&1.2%
Cc1ccc(S(=O)(=O)CCC(=O)Nc2nnc(-c3ccc(F)cc3)o2)cc1,.,-8.6%,-1.8%,-31.0%,.,-2.0%,8.9%,11.2%,9.9%
Cc1ccc(NC(=O)CCc2nnc3ccc(NCc4ccco4)nn23)cc1F,-9.1%,-27.0%,-16.9%,-31.7%,-23.9%,-8.4%,33.9%,?,?
CC1=C(C)CC(C(=O)N2CCN(Cc3ccccc3)CC2)C(C(=O)O)C1 (stereo unspecified),1.4%,-23.6%[12.7 µM],-11.6%,-10.8%,-21.6%,9.5%,-3.4%,?,-2.4%
COc1ccc(Nc2ncc(C(=O)N3CCN(Cc4ccccc4)CC3)c3ccccc23)cc1,3.8%,7.0%[59 µM],-26.4%,?,3.8%,-20.7%,?,-11.7%,15.8%[57.1 µM]
COC(=O)CN(n1cnnc1)S(=O)(=O)c1ccc(C)cc1,-0.8%,-41.5%[12.7 µM],-2.3%,-13.3%,-1.2%,-0.2%,-1.4%,1.3%,-10.6%
CCCN1CCN(c2ncnc3sc(C(=O)Nc4c(C)cc(C)cc4C)c(C)c23)CC1,0.8%,-18.2%[12.7 µM],-0.4%[60.1 µM],-7.3%,-18.1%,-17.4%,.,24.4%,-14.9%
O=C(O)c1ccc2c(=O)n(Cc3ccccc3)c(SCc3ccc([N+](=O)[O-])cc3)nc2c1,-9.4%,?,-17.9%,-35.5%,?,-17.0%,-13.4%,9.8%,-30.4%
COc1cccc(NC(=O)C(=O)NCCCn2ccnc2)c1,0.7%,-16.9%,-15.9%,-22.7%,-11.7%,-7.6%,2.2%,54.1%[activator],79.4µM*
CCn1nc(C)c(NS(=O)(=O)c2ccccc2)c1C,-2.8%,?,-14.5%,-1.8%,21.5%,-1.5%,0.5%,-26.8%,-4.7%
O=C(c1cc(-n2cnnc2)ccc1Cl)N1CCN(c2nc(-c3ccccc3)cs2)CC1,-1.9%,6.2%,-19.9%,56.2µM*,-4.7%,-10.6%,-0.4%,-2.7%,-1.8%
O=C1CN(C(=O)CCCc2c[nH]c3ccccc23)c2ccccc2N1,-4.1%,-13.5%[59 µM],-1.3%,-20.5%,34.2%,-6.2%,12.2%,-3.1%,.
Cc1cc(C)cc(OCC(=O)OCC(=O)NC2CCCC2)c1,.,-28.2%[2.33 µM],-15.1%,-22.0%,.,-4.4%,12.6%,?,-4.0%
CC(=O)c1ccc(NC(=O)C2CCCN(S(=O)(=O)c3ccc4c(c3)CCCN4C(C)=O)C2)cc1 (stereo unspecified),-3.3%,-3.0%[59 µM],-0.8%[60.1 µM],-5.5%,-0.9%,2.0%,.,12.6%,-2.9%
COc1ccc(C)cc1NC(=O)CSc1nc2ccccc2nc1N1CC(C)OC(C)C1 (stereo unspecified),-11.1%,.,-0.6%,4.9%,5.6%,-11.5%,-2.8%,10.3%,3.0%

# Five compounds from above with just Pol kappa inh and BLM helicase inh:
structure	Pol kappa inh	BLM helicase inh
CC(=O)c1ccc(NC(=O)C2CCCN(S(=O)(=O)c3ccc4c(c3)CCCN4C(C)=O)C2)cc1 (stereo unspecified)	-0.8%[60.1 µM]	-3.3%
O=C(c1cc(-n2cnnc2)ccc1Cl)N1CCN(c2nc(-c3ccccc3)cs2)CC1	-19.9%	-1.9%
O=C1CN(C(=O)CCCc2c[nH]c3ccccc23)c2ccccc2N1	-1.3%	-4.1%
COc1ccc(C)cc1NC(=O)CSc1nc2ccccc2nc1N1CC(C)OC(C)C1 (stereo unspecified)	-0.6%	-11.1%
CCn1nc(C)c(NS(=O)(=O)c2ccccc2)c1C	-14.5%	-2.8%
